High-throughput results (PubChem BioAssay)
Tau fibril ThT: blocks human tau fibril formation measured by thioflavin T; P10636; recombinant tau K18 P301L, heparin-induced fibrillization, ThT fluorescence; Potency, µM (titrated, usually from 57.4 µM), for the others: at the top dose activity, negative = inhibition, most hits filed as inhibitors; 270,000 compounds, 2.1% hits; AID 1460; note: % is set by controls: 0 for no effect and ±100 for the full control effect; nearly all actives have a fitted effect of over 55% in size
Target sequence (P10636 561-689 P618L limits assumed): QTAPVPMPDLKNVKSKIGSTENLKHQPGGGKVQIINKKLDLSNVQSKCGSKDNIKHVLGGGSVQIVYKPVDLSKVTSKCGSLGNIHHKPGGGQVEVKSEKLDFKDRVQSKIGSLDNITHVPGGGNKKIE
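Fibril formation assay: tau K18 P301L at 15 uM with trace Alexa 594 label, heparin inducer 20 uM, pH 7 sodium acetate buffer, 37 C for 6 hr; endpoint ThT signal.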
TRb-SRC2 inh: inhibitors of human thyroid hormone receptor beta-SRC2 interaction; P10828; TRbeta-SRC2 peptide binding, fluorescence polarization; receptor liganded with 1 µM T3; Potency, µM (doses to about 106 µM), for inactives: at the top dose activity change, negative = inhibition, hits mostly inhibitors; 280,000 compounds, 0.065% hits;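 note: plate controls were bound peptide for no effect and peptide without receptor for full effect; nearly all actives have a fitted effect of over 50% in size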
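Quantitative HTS by FP: 0.6 uM TRb LBD, 20 nM labeled SRC2 20-mer, 1 uM T3, 5% DMSO; 5 hr ambient incubation; % activity per concentration and potencies from concentration series.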
Tau FP inhib: inhibitors of human tau fibril formation | P10636 | K18 P301L tau heparin fibrillization, Alexa594 FP, 6 h | Potency, µM (highest dose often 57.7 µM), for inactives: top-dose activity, negative = inhibition, most hits filed as inhibitors | 280,000 compounds, 0.39% hits | AID 1468; note: % is set by controls: 0 for no effect and ±100 for the full control effect; nearly all actives have a fitted effect of over 55% in size
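Read-out: fluorescence polarization of Alexa 594-labeled tau (0.24 uM), 555 nm excitation, 632 nm emission. Mixtures held 15 uM unlabeled K18 P301L, compound and 20 uM heparin, pH 7 acetate buffer, incubated 6 hr at 37 C.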
L3MBTL1 block: blocks human L3MBTL1; Q9Y468; AlphaScreen L3MBTL1–H3K9me1 peptide binding; Potency, µM (highest dose often 57.1 µM), for inactives: at the top dose activity, negative = inhibition, hits mostly inhibitors; 230,000 compounds, 0.66% hits; AID 485360; note: % is set by controls: 0 for no effect and ±100 for the full control effect; nearly all actives have a fitted effect of over 60% in size
Target sequence (Q9Y468 whole entry, looked up): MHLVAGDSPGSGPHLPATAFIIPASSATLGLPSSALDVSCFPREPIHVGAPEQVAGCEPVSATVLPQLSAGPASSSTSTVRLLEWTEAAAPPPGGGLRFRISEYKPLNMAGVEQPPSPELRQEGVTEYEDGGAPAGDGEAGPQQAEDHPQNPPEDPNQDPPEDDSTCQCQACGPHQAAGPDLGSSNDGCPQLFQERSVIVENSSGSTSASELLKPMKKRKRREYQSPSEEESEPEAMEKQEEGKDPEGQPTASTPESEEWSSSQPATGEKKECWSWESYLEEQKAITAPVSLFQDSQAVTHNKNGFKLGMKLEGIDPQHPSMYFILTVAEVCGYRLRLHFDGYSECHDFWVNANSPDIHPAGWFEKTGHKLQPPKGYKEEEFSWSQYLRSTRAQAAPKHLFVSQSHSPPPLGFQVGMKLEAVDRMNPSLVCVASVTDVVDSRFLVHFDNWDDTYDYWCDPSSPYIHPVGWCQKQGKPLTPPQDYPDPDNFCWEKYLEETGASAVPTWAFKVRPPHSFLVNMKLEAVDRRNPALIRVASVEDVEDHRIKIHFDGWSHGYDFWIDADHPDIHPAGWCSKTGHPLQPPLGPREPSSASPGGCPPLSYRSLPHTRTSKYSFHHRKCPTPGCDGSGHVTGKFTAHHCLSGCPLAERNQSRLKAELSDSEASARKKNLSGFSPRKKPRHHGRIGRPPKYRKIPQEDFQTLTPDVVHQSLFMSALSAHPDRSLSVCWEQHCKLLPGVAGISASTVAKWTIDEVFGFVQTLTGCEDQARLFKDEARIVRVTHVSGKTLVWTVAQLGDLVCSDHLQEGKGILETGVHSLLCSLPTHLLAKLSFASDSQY
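AlphaScreen proximity signal between nickel-chelate acceptor and streptavidin donor beads (final 10 ug/mL) reports binding of 50 nM L3MBTL1 to 75 nM biotin-H3 K9me1 peptide; complex incubated with compounds 30 min at room temperature; cefsulodin titration as control.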
RECQ1 inh: inhibitors of human RECQ1 DNA helicase; RECQ1 DNA unwinding, red fluorescence kinetic read; Potency, µM (doses to about 57.3 µM), for inactives: top-dose activity, negative = inhibition, hits mostly inhibitors; 240,000 compounds, 0.54% hits;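 note: plate controls were vehicle for no effect and no enzyme for full effect; nearly all actives have a fitted effect of over 30% in size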
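RECQ1T1 50 nM; forked duplex (20 bp + 30-nt ss tails) 200 nM, ATP 2 mM final; pH 8.0, 2 mM MgCl2, 2.5 ug/ml poly(dI-dC); 15 min compound preincubation; discontinuous kinetic read over 2 h at RT.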
TR SRC2 fluor cs: counter-screen for TRb-SRC2 inhibitors: fluorescence interference | Potency, µM (titrated, usually from 106 µM), for the others: at the top dose fluorescence change, negative = quenching | AID 1479 | 280,000 compounds, 0.29% hits | TRb/SRC2 Texas Red total fluorescence interference; active = well fitted curve in either direction with a large enough effect; inconclusive = small, poorly fitted or top-dose-only effect; note: % is set by controls: 0 for no effect and ±100 for the full control effect
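Flags fluorescent or light-absorbing compounds by total fluorescence, S + 2P, at 555 nm excitation and 632 nm emission. Mixture: 20 nM Texas Red SRC2 peptide, 0.6 uM human TRb LBD, 1 uM T3, 5% DMSO; compound exposure 5 h at ambient temperature.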
HTT cytoprotect: protects HTT-Q103 PC12 cells, measured by ATP; PC12 HTT-Q103 induced, cytoprotection, ATP luminescence, 40 h; 230,000 compounds, 0.14% hits; Potency, µM (highest dose often 56.4 µM), without a hit: cytoprotection (ATP increase), hits mostly activators;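 note: % of control where 0% means no effect; nearly all actives have a fitted effect of over 45% in size; toxic huntingtin expression switched on by the ecdysone agonist tebufenozide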
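ATP quantification (ATPlite) reports survival of PC12 cells in which tebufenozide, 100 nM final, switches on Htt exon 1 with 103 glutamines linked to GFP; compounds are titrated.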
Tau fluor counter: counter-screen for tau fibril formation inhibitors; tau K18 P301L Alexa594 fluorescence, heparin fibrillization; 280,000 compounds, 0.93% hits; Potency, µM (series often up to 57.7 µM), for inactives: at the highest dose activity change, negative = decrease; note: % is set by controls: 0 for no effect and ±100 for the full control effect; nearly all actives have a fitted effect of over 55% in size
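Human tau K18 P301L (15 uM unlabeled, 0.24 uM Alexa 594-labeled) in 100 mM sodium acetate pH 7 with 20 uM heparin, 6 hr at 37 C. ThT 30 uM added, 1 hr ambient; Alexa 594 FP and total fluorescence read at 555/632 nm.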
Numbers without * were called inactive; i = inactive; ? = inconclusive; · = no result given; [ ] = another dose, or the depositor's remark. Unless noted, calls come from the whole dose curve; as a rule, active = well fitted curve in the direction sought with a large enough effect; inconclusive = small, poorly fitted or top-dose-only effect, or another doubt; inactive = no such curve, though single readings can be large; an effect the other way counts as inactive or inconclusive. Potency is the fitted concentration of half-maximal effect.

SMILES | Tau fibril ThT | TRb-SRC2 inh | Tau FP inhib | L3MBTL1 block | RECQ1 inh | TR SRC2 fluor cs | HTT cytoprotect | Tau fluor counter
O=C(NCCN1CCOCC1)Nc1cccc(Cl)c1 | -9% | 2% | -16% | · | -17% | -4% | -20% | -16%
Cn1c(NCCO)nc2c1c(=O)n(Cc1ccccc1Cl)c(=O)n2C | -12% | 2% | -7% | · | · | -8% | · | -23%
COc1ccccc1CNCc1cccc(Oc2ccccc2)c1 | -7% | -1% | -4% | 5% | -14% | -1% | -39%[inhibitor] | -6%
Cc1cccc(C)c1N(CC(=O)N1CCN(C)CC1)S(C)(=O)=O | 5% | 0% | -4% | · | -8% | -3% | 9% | 8%
CC(C)Cn1c(NCCN(C)C)nc2c1c(=O)[nH]c(=O)n2C | 1% | -16% | 6% | 4% | i | 4% | -14%[10 µM] | 3%
CC(C)(C)c1ccc(C2=NC(C)(C)N(CC(=O)Nc3ccc(F)c(F)c3)C2=O)cc1 | 9% | 13% | ? | · | · | 1% | · | -28%
O=C(OCCN=C1NS(=O)(=O)c2ccccc21)c1ccco1 | 7% | -7% | 4% | · | 0% | -1% | 12% | 9%
COc1c(C)cccc1C(=O)Nc1ccc(N2CCOCC2)c(Cl)c1 | ? | -20% | 2% | · | 10% | -2% | -48%[inhibitor] | -25%
CCCCOc1ccc(CN(CCO)CCO)cc1[N+](=O)[O-] | ? | -5% | -9% | 6% | 1% | -2% | 7%[10 µM] | -20%
CCOc1ccccc1/C=N/NC(=O)CNC(=O)c1cccs1 | -4% | -3% | 1% | · | -15% | 1% | -23% | -4%
CCN1CCN(Cc2c(O)ccc3oc(C)c(C(=O)Nc4ccc(OC)c(Cl)c4)c23)CC1 | -9% | -6% | 8% | · | · | -1% | · | -15%
COc1ccc(-c2nc(C)c(CCNC(=O)C(=O)Nc3c(C)cccc3C)s2)cc1OC | -7% | 2% | -4% | · | · | 0% | · | -8%
COc1ccccc1CN1C(=O)C(=O)N(Cc2cccc(C)c2)C1=O | -4% | -1% | -7% | -9% | i | 0% | 3%[10 µM] | -7%
COc1ccc(/C=C/C(=O)NCC(=O)N/N=C/c2ccc(OC)cc2)cc1 | -9% | 0% | -3% | · | -5% | -1% | 19% | -4%
COCCn1c(=N)c(C(=O)NC(C)c2ccccc2)cc2c(=O)n3cc(C)ccc3nc21 (stereo unspecified) | -5% | -4% | 1% | · | · | -2% | · | -5%
Cc1ncc(CO)c(/C=N/NC(=O)c2cc3c(s2)CCCC3)c1O | -17% | -1% | 3% | ? | 7% | -4% | 9%[10 µM] | -24%
O=C1c2ccccc2C(O)(c2ccccc2)N1C1CC1 (stereo unspecified) | -3% | 6% | 0% | -10% | -4% | 0% | -3%[10 µM] | -6%
Cc1ccc(C)c(NC(=O)CN(C)C(=O)c2nn(C)c(=O)c3ccccc23)c1 | -3% | -1% | -6% | · | -2% | 1% | -28% | 1%
CC1CCCCC1NC(=O)CSCC(=O)O (stereo unspecified) | -2% | -4% | 3% | -2% | 5% | -1% | 14%[10 µM] | -3%
CN1C(=O)CC(N2CCC(c3nc4ccccc4[nH]3)CC2)C1=O (stereo unspecified) | -10% | 2% | 6% | 0% | -3% | -5% | -12% | 2%
CC1(C(=O)NCc2ccc(F)cc2)Oc2ccccc2NC1=O (stereo unspecified) | -1% | -8% | 12% | -76% | -4% | -1% | -36%[inhibitor] | 6%
COc1ccccc1NS(=O)(=O)c1ccc(NC(=O)c2nc3nc(C)cc(C(F)F)n3n2)cc1 | -3% | 2% | 3% | · | -4% | 0% | 3% | -11%
Cc1ccc(-n2cccc2/C=C2\C(=N)N3N=C(c4ccco4)SC3=NC2=O)cc1 | ? | 11% | 10% | ? | ? | -6% | -29% | -15%
O=C(NNC(=O)c1ccccc1-n1cccc1)c1ccc(Cl)c(Cl)c1 | 1% | 5% | 3% | 3% | 4% | 3% | -8% | 2%
CCOc1cccc2cc(-c3nnc(Nc4ccc(F)c(Cl)c4)s3)c(=O)oc12 | -4% | 0% | -3% | · | · | -12% | · | 6%

Complete entries from above:
CC1(C(=O)NCc2ccc(F)cc2)Oc2ccccc2NC1=O (stereo unspecified) across the screens: Tau fibril ThT: -1%; TRb-SRC2 inh: -8%; Tau FP inhib: 12%; L3MBTL1 block: -76%; RECQ1 inh: -4%; TR SRC2 fluor cs: -1%; HTT cytoprotect: -36%[inhibitor]; Tau fluor counter: 6%
COc1ccccc1NS(=O)(=O)c1ccc(NC(=O)c2nc3nc(C)cc(C(F)F)n3n2)cc1 across the screens: Tau fibril ThT: -3%; TRb-SRC2 inh: 2%; Tau FP inhib: 3%; L3MBTL1 block: ·; RECQ1 inh: -4%; TR SRC2 fluor cs: 0%; HTT cytoprotect: 3%; Tau fluor counter: -11%

Continuation.
SMILES | Tau fibril ThT | TRb-SRC2 inh | Tau FP inhib | L3MBTL1 block | RECQ1 inh | TR SRC2 fluor cs | HTT cytoprotect | Tau fluor counter
O=C(NCc1ccco1)/C(=C/C=C/c1ccccc1)NC(=O)c1ccco1 | -12% | 3% | 1% | -14% | i | 1% | 12%[10 µM] | 0%
O=C(COC(=O)C1CCC(=O)N1)Nc1ccc(Oc2ccccc2)cc1 (stereo unspecified) | -6% | 0% | 4% | · | -1% | 0% | ? | 0%
O=C(Nc1cccc(F)c1)c1ccc(-c2ccccc2Cl)o1 | 1% | 7% | 2% | -8% | -1% | 0% | · | -6%
COc1ccc(-c2nc(SCC(=O)NCC3CCCO3)c(-c3ccc(C)cc3)[nH]2)cc1OC (stereo unspecified) | ? | 1% | ? | · | · | -4% | · | ?
COc1ccc2nc(Cl)cc(Cl)c2c1 | · | 2% | 10% | · | -17% | -2% | -9%[10 µM] | -16%
Cc1ccc(NC(=O)CN2C(=O)c3ccccc3Sc3ccc(C(=O)N4CCOCC4)cc32)c(Cl)c1 | -14% | 3% | 2% | · | · | -1% | · | -2%
COc1ccc(C2CC(=O)Nc3sc(=N)c4c(N)c(C#N)c(N)nc4c32)cc1OC (stereo unspecified) | ? | -7% | -2% | -10% | 21% | -2% | -55%[inhibitor] | -20%
COc1ccc(CCn2c3c(c(=O)[nH]c2=O)C(NC(=O)c2ccccc2F)(C(F)(F)F)C(=O)N3)cc1OC (stereo unspecified) | -3% | -1% | -2% | · | · | 6% | · | 0%
O=C1c2cccnc2C(Nc2ccccc2Br)N1Cc1ccco1 (stereo unspecified) | -17% | -5% | 3% | · | -6% | -5% | -11% | -5%
CC(N=c1ccccn1C(=O)Nc1ccc(F)cc1)c1ccco1 (stereo unspecified) | -4% | 3% | -8% | 1% | i | -2% | -33% | -8%
CCOc1ccc(C2C(C(=O)c3ccc(C)o3)=C(O)C(=O)N2CCCN(CC)CC)cc1 (stereo unspecified) | -9% | -1% | -2% | · | -1% | -3% | 8%[10 µM] | -6%
O=C(NC1CCCC1)C(c1cccs1)N(Cc1ccco1)C(=O)Cn1nnc(-c2cccs2)n1 (stereo unspecified) | -7% | -6% | -2% | -4% | 6% | -1% | 7%[10 µM] | -4%
Cc1ccc(NC(=O)c2cc(NC(=O)c3ccco3)ccc2N2CCOCC2)cc1Cl | -7% | -4% | 2% | · | i | 0% | -16% | -24%
CCCCNC(=O)CSc1nc2cc3c(cc2c(=O)n1CCCCCC(=O)NCc1ccc2c(c1)OCO2)OCO3 | -6% | 2% | 2% | · | · | -1% | · | -8%
CC1=C(C(=O)Nc2ccccc2)C(c2ccc(C)o2)N2C(=O)CSC2=N1 (stereo unspecified) | -4% | -7% | -6% | 2% | -17% | -6% | 5% | -5%
CCc1cccc(NC(=O)C(CC(C)C)NS(=O)(=O)c2ccc3c(c2)oc(=O)n3C)c1 (stereo unspecified) | -3% | 7% | 4% | · | · | -7% | · | -17%
COc1cc2c(cc1OC)C(c1ccc(Cl)cc1)=NCC2 | 6% | 2% | 4% | -7% | 8% | 1% | 14%[10 µM] | 4%
O=C(CCOc1ccccc1)Nc1cccc(S(=O)(=O)Nc2ccccc2Cl)c1 | -16% | 0% | -13% | 0% | -5% | -1% | · | ?
NCCNC(=O)c1ncsc1-c1cccc(F)c1 | -5% | -1% | -4% | · | -8% | 0% | 21%[1.9 µM] | -4%
CN(C)C(=O)N1CCCC(C(=O)NCc2ccccc2Cl)C1 (stereo unspecified) | 4% | -9% | -3% | -2%[11.4 µM] | 0% | -1% | 17% | 3%
CCNc1nc(NCc2ccccc2)nc(SCC(=O)Nc2ccccc2)n1 | -1% | 3% | -7% | 7% | -15% | 0% | 8%[10 µM] | -26%
CCCNC(=O)c1cnc2sc(N3CCCCCC3)nn2c1=O | 9% | 1% | -2% | · | · | 0% | · | 14%

An excerpt from above in order of count of non-hydrogen atoms, high to low:
SMILES | Tau fibril ThT | TRb-SRC2 inh | Tau FP inhib | L3MBTL1 block | RECQ1 inh | TR SRC2 fluor cs | HTT cytoprotect | Tau fluor counter
CCCCNC(=O)CSc1nc2cc3c(cc2c(=O)n1CCCCCC(=O)NCc1ccc2c(c1)OCO2)OCO3 | -6% | 2% | 2% | · | · | -1% | · | -8%
COc1ccc(CCn2c3c(c(=O)[nH]c2=O)C(NC(=O)c2ccccc2F)(C(F)(F)F)C(=O)N3)cc1OC (stereo unspecified) | -3% | -1% | -2% | · | · | 6% | · | 0%
Cc1ccc(NC(=O)c2cc(NC(=O)c3ccco3)ccc2N2CCOCC2)cc1Cl | -7% | -4% | 2% | · | i | 0% | -16% | -24%
COc1ccc(C2CC(=O)Nc3sc(=N)c4c(N)c(C#N)c(N)nc4c32)cc1OC (stereo unspecified) | ? | -7% | -2% | -10% | 21% | -2% | -55%[inhibitor] | -20%
O=C(CCOc1ccccc1)Nc1cccc(S(=O)(=O)Nc2ccccc2Cl)c1 | -16% | 0% | -13% | 0% | -5% | -1% | · | ?
CCNc1nc(NCc2ccccc2)nc(SCC(=O)Nc2ccccc2)n1 | -1% | 3% | -7% | 7% | -15% | 0% | 8%[10 µM] | -26%
CC1=C(C(=O)Nc2ccccc2)C(c2ccc(C)o2)N2C(=O)CSC2=N1 (stereo unspecified) | -4% | -7% | -6% | 2% | -17% | -6% | 5% | -5%

Not all compounds are listed; the hit share may differ from the screen's.
